aSyn rescue = qHTS of alpha-syn Inhibitors; Yeast expressing alpha-synuclein, growth rescue, BacTiter-Glo, 24 h; Potency, µM (titrated, usually from 46.1 µM), for inactives: at the highest dose growth rescue (activation), usual class: activators; hit rate 0.14% among 370,000; also: potency is read from the fitted curve at half-maximal effect; % of control where 0% means no effect; nearly all actives have a fitted effect of over 65% in size
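Rescue of yeast growth: cells expressing toxic alpha-synuclein, induced in galactose at OD600 0.02, incubated with compound 24 h at 30 C. ATP luminescence quantified growth; inhibitors of toxicity appear as activators.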
Abeta rescue = qHTS for compounds that reverse cellular toxicity of Amyloid beta (A-beta) peptide in yeast: Primary Screen | AID 1347071, 2019 | yeast expressing A-beta42, growth rescue, OD600, 48 h; response scale: 0% DMSO, 100% iron-clioquinol control | hit rate 0.063% among 410,000 | Potency, µM (series often up to 46.1 µM), without a hit: at the top dose growth rescue, hits mostly activators; also: potency is read from the fitted curve at half-maximal effect; nearly all actives have a fitted effect of over 55% in size
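Growth rescue measured by 600 nm absorbance after 48 h yeast culture at 30 C with compound. Values normalized between DMSO and an equimolar ferric chloride plus clioquinol control.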
TDP-43 yeast inh = qHTS of TDP-43 Inhibitors; TDP-43 expressing yeast growth rescue, BacTiter-Glo, 24 h; Potency, µM (series often up to 46.1 µM), for the others: at the highest dose growth rescue (activation), usual class: activators; hit rate 1.8% among 410,000; also: potency is read from the fitted curve at half-maximal effect; % of control where 0% means no effect; nearly all actives have a fitted effect of over 50% in size
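Galactose-induced TDP-43 yeast, OD600=0.02, compound pinned; 24 hr, 30 deg C; BacTiter-Glo luminescence for growth. Inhibitors of TDP-43 toxicity read as activators.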
Akt phos inh = HTS Assay for Inhibitors of Akt Phophorylation: Primary Screen; Neuro2A IGF-stimulated pAkt S473 HTRF, 20 min; stronger effect = lower value; activity change, % for hits at 50 µM; hit rate 0.32% among 360,000; AID 651550, 2012; in the data active = activity change below about -80%; inconclusive = mostly about -51% to -80%; also: % is scaled to controls: 0 for no effect and ±100 for the full control effect
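Neuro2A cells (4,500/well, DMEM with 0.5% FBS) were treated with compound at a single 50 µM final concentration, stimulated with 6 nM IGF for 20 min at 37 °C, and lysed. Phospho-Akt Ser473 was read by HTRF as 665/615 ratio ×10^4.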
GLP1R cytotox = qHTS of GLP-1 Receptor Inverse Agonists: Cytotox Screen; HEK293 cAMP-luciferase reporter cells, luminescence, 24 h; Potency, µM (doses to about 38.3 µM), without a hit: at the highest dose activity change, negative = inhibition, hits mostly inhibitors; hit rate 0.13% among 410,000; AID 624418, 2012;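 also: loss of luciferase light is scored as toxicity; potency is read from the fitted curve at half-maximal effect; % is scaled to controls: 0 for no effect and ±100 for the full control effect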
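Cells in DMEM/10% Nu serum/1% pen-strep, 1536-well format. Pre-incubated 12 h, dosed with 23 nL compound, incubated a further 24 h. Luciferase detection, 12 min at room temp, luminescence.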
PTHR1 ag = qHTS for PTHR1 Agonists: Primary Screen; Potency, µM (highest dose often 115 µM), for inactives: at the highest dose activation, most hits filed as activators; hit rate 0.075% among 410,000; HEK293 GP2 PTHR1 cells, GloSensor cAMP luminescence, 1 h; Parathyroid hormone/parathyroid hormone-related peptide receptor (Homo sapiens), Q03431; also: potency is read from the fitted curve at half-maximal effect; nearly all actives have a fitted effect of over 55% in size; some results filed as inactive show a strong effect at the top dose; inactives centre near -15; many of its hits are not listed in these tables
Target sequence (Q03431 whole entry, looked up): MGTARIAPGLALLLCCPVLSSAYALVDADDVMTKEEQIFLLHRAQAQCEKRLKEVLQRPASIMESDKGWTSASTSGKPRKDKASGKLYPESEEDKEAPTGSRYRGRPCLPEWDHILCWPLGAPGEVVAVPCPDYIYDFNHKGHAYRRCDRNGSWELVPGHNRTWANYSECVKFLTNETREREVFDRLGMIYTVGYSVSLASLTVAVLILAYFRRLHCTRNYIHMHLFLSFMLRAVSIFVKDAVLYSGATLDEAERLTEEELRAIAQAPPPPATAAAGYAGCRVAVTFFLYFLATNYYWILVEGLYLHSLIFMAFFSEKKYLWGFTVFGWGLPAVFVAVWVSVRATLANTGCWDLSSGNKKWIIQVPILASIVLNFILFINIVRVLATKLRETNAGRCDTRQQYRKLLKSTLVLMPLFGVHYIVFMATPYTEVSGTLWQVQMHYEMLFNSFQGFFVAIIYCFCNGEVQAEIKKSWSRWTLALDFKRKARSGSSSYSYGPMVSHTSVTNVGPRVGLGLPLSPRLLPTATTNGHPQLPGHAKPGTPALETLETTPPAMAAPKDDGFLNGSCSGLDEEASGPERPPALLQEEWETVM
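HEK-293-derived GP2 cells expressing PTHR1 and a GloSensor cAMP reporter, 3,000/well, plated overnight, given luciferin plus IBMX (each 0.5 mM as added) for 1 h at 37 °C, then compound for 1 h at 37 °C. Luminescence was read after 15 min at room temperature.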
GLP-1R inv ag = qHTS of GLP-1 Receptor Inverse Agonists (Inhibition Mode); AID 624417, 2012; Potency, µM (doses to about 38.3 µM), inactives show at the highest dose activity change, negative = inhibition, usual class: inhibitors; Glucagon-like peptide 1 receptor (Homo sapiens), P43220; HEK293 GLP-1R CRE-luciferase, luminescence, 24 h; GLP-1R form is constitutively active; hit rate 1.6% among 410,000; also: potency is read from the fitted curve at half-maximal effect; % is scaled to controls: 0 for no effect and ±100 for the full control effect; nearly all actives have a fitted effect of over 55% in size
Target sequence (P43220 whole entry, looked up): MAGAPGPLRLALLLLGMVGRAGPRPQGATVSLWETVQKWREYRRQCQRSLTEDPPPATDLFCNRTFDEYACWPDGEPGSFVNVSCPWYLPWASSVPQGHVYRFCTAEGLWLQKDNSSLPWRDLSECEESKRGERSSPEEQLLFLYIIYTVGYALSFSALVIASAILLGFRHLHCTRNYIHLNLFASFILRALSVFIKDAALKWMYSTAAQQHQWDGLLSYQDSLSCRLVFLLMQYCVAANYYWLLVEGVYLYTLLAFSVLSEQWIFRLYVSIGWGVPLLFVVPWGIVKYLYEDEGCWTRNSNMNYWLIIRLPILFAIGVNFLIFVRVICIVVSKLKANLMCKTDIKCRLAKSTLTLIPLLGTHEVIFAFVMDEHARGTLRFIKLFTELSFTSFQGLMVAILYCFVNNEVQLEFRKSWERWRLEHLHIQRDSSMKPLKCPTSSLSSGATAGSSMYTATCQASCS
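HEK293 cells stably co-expressing a cAMP-responsive luciferase reporter and constitutively active GLP-1R were seeded, incubated 12 h, then exposed to compounds for 24 h at 37 C. Luminescence was read 12 min after detection reagent; inverse agonists lower signal.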
MmCpn inh = Inhibitors of TCP-1 ring complex (TRiC) of Methanococcus maripaludis (MmCpn): qHTS | Chaperonin Mm-Cpn (Methanococcus maripaludis) | purified Mm-Cpn ATPase, ADP Transcreener TR-FRET | Potency, µM (highest dose often 76.9 µM), without a hit: at the top dose activity, negative = inhibition, actives largely listed as inhibitors | hit rate 0.031% among 330,000; also: potency is read from the fitted curve at half-maximal effect; % is scaled to controls: 0 for no effect and ±100 for the full control effect; nearly all actives have a fitted effect of over 80% in size
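Purified archaeal Mm-CPN (25nM final) preincubated 10 min at 37degC with compound, then 10uM ATP for 30 min at 37degC; ADP measured by HTRF Transcreener TR-FRET; buffer 30 mM TRIS pH 7.4, 100mM KCl, 5mM MgCl2, 1mM DTT.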
FUS yeast rescue = qHTS for Suppressors of FUS Proteinopathy: Primary screen using FUS-linked yeast assay. S. cerevisiae FUS-expressing, growth rescue, OD600, 24 h. Potency, µM (doses to about 76.6 µM), for inactives: at the top dose growth rescue (activation), most hits filed as activators. hit rate 0.24% among 390,000;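 also: potency is read from the fitted curve at half-maximal effect; plate controls were DMSO vehicle for no effect and reference control for full effect; nearly all actives have a fitted effect of over 55% in size; some results filed as inactive show a strong effect at the top dose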
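Steps: raffinose overnight preculture; dilution to OD 0.005 in 2% galactose minimal medium; compound addition (concentration series); 24hr at 30C, 99% humidity; absorbance read at 600 nm.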
Numbers without * were called inactive; i = inactive; u = inconclusive; x = not tested or not shown; & = joins results of further samples; [ ] = dose if it differs, or a comment. Unless noted, calls follow the shape of the dose curve; as a rule, active = well fitted curve in the direction sought with a large enough effect; inconclusive = small, poorly fitted or top-dose-only effect, or another doubt; inactive = no such curve, though single readings can be large; an effect the other way counts as inactive or inconclusive. An excerpt; count on the stated rates, not on these rows.

SMILES | aSyn rescue | Abeta rescue | TDP-43 yeast inh | Akt phos inh | GLP1R cytotox | PTHR1 ag | GLP-1R inv ag | MmCpn inh | FUS yeast rescue
CCn1cnc2cc(NCc3ccc(C)cc3)ccc21 | 0% | -10% | -14% | i | 8% | -12%[57.5 µM] | 29% | 0% | 8%
COc1ccc(CC(=O)N(CCC2=CCCCC2)c2c(N)n(Cc3ccccc3)c(=O)[nH]c2=O)cc1 | 0% | -13% | -3% | i | -17% | i | -10% | x | -14%
CCOC(=O)c1c(C)c(C(=O)NCc2ccc(OC)cc2)c(C)n1CC | x | 8% | u | x | -2% | -3% | 3% | x | -25%
CCOc1ccc2nc(N/C(N)=N/C(=S)Nc3cccc(C)c3)nc(C)c2c1 | 1% | 20% | u | i | -14% | i | 15% | -1% | x
CNC(=O)c1sc(Nc2cc(C)ccc2C)nc1C | 0% | -3% | -1% | i | u | i | -13% | 0% | -8%
O=C(NC1CCS(=O)(=O)C1)c1cccs1 (stereo not drawn) | 4% | 9% | -6% | i | 5% | -8% | 12% | 2% | -21%
CCc1cccc(C)c1NC(=O)c1cn2c3c(ccc(Cl)c3c1=O)OC(C)C2 (stereo not drawn) | x | -18% | 9% | x | 8% | u | 18% | x | -6%
CCc1noc(-c2ccc(N3CCC(C)CC3)c([N+](=O)[O-])c2)n1 | x | -16% | 19% | x | -15% | -32%[inhibitor] | 1% | x | 8%
COc1ccc(COc2ccccc2C(N)=O)cc1F | 8% | -17% | 10% | i | 1% | -7% | 6% | 2% | 3%
CC1CC(C)CN(S(=O)(=O)c2ccc(C(=O)OCC(=O)Nc3ccccc3)cc2)C1 (stereo not drawn) | -2% | 1% | 9% | i | 3% | -21% | 7% | x | -54%
CCOC(=O)c1cc(S(=O)(=O)N2CCN(C(=O)OCC)CC2)cn1C | -1% | -4% | -1% | x | 0% | i | 1% | 0% | -18%
Cc1cccc(C)c1NC(=O)C1(C)CN(S(C)(=O)=O)CC(=O)N1CCCN1CCOCC1 (stereo not drawn) | 0% | -15% | -3% | i | 9% | -19% | -9% | x | 3%
Cn1c(CNc2ccccc2)cc(=O)n(C)c1=O | -3% | 2% | -12% | i | 3% | -25%[57.5 µM] | 0% | 0% | 24%
O=c1cc(-c2ccccc2)oc2cccc(O)c12 | 0% | -18% | u | i | 2% | -26% | -5% | x | -12%
CC(=O)c1ccc(Cc2ccc(C(C)=O)cc2)cc1 | 10% | 5% | 12% | i | 6% | -24% | 25% | 3% | 1%
COc1cccc(CN(C)CC(=O)NC(=O)NCc2ccco2)c1 | 1% | 18% | 1% | i | 9% | -3%[57.5 µM] | -12% | 0% | 35%
COc1ccc(C(=O)NC(=S)NNC(=O)c2cnccn2)cc1 | u | -73%[inhibitor] | u | i | -2% | -9% | 6% | -7% | -1%
COc1cccc(C2c3[nH]c4ccccc4c3C[C@H]3C(=O)N(CCCCCO)CC(=O)N23)c1 (stereo partly drawn) | 6% | -5% | 0% | i | 7% | -68%[inhibitor] | u | -2% | 25%
C=C1C[C@]23C[C@@]1(O)CC[C@H]2[C@@]12C=C[C@H](O)[C@@](C)(C(=O)O1)[C@H]2[C@@H]3C(=O)O | -5%&1% | -6%&3% | 29%&18% | i | 1%&2% | -8%&-20% | -12%&11% | -2%&1% | -37%&-19%
CC(=O)OCC(=O)Nc1ccc(Cl)cc1Cl | -8% | 10% | 2% | i | 10% | -1%[57.5 µM] | 1% | 1% | 0%
C=CCn1nnnc1-c1cc(Cl)cc(Cl)c1 | -2% | -1% | 10%[9.22 µM] | i | 0%[7.66 µM] | i | -8%[7.66 µM] | 0% | 4%
CCCCNC(=S)NNC(=O)c1csc2c1CCC(C)C2 (stereo not drawn) | 4% | 11% | 4% | i | 2% | i | -3% | 0% | 12%
COc1cccc(OCC(O)CN2CCN(c3ccc(Cl)cc3)CC2)c1 (stereo not drawn) | -1% | 4% | -14% | i | 1% | -13% | 10µM* | -3% | -27%
CCOc1cc(CNCCSc2nnnn2-c2ccccc2)cc(Cl)c1OC | x | -2% | 10%[9.22 µM] | x | 0% | -15% | u | x | 11%
COc1ccccc1N=NC1C(=O)N(C(N)=S)N=C1C (stereo not drawn) | -31%[inhibitor] | 25% | u | i | u | i | u | 0% | 25%
SMILES | aSyn rescue | Abeta rescue | TDP-43 yeast inh | Akt phos inh | GLP1R cytotox | PTHR1 ag | GLP-1R inv ag | MmCpn inh | FUS yeast rescue
CCC(=O)Nc1cc(C)c(NC(=O)c2ccco2)cn1 | -1% | 6% | 9% | i | 18% | i | 3% | 0% | 13%
COCCNC(=O)c1ccc2c(=O)n(Cc3ccco3)c(SCC(=O)NC3CCCC3)nc2c1 | 2% | 2% | 12% | i | -3% | i | -24% | -1% | 33%
CCCc1cc(C(=O)NCCc2ccccc2)no1 | -3% | -1% | u | i | -7% | -23% | u | -2% | -21%
COc1cc(-c2nnc(SCC(=O)N3CCCC3)o2)cc(OC)c1OC | -5% | 10% | u | i | 5% | i | 22% | -1% | -2%
Nc1nnc(SCC(=O)Nc2cc(F)ccc2F)s1 | 0% | -4% | -18% | i | 1% | i | 7% | 0% | 16%
O=C(Nc1ccccc1C(F)(F)F)c1ccsc1 | -2% | 6% | 25% | i | 10% | 19% | 3% | 0% | -17%
Cc1cc(OCc2cc3c(cc2Cl)OCO3)c2c(C)cc(=O)oc2c1 | 1% | -8% | -2% | i | 6% | -29% | -28% | -1% | -26%
COc1ccc(-n2nc(C(=O)NCC(=O)NCc3ccccc3OC)c3ccccc3c2=O)c(OC)c1 | 2% | 6% | 11% | i | 3% | -65%[inhibitor] | 6% | 0% | 23%
O=S1(=O)N[C@@H](Cc2ccccc2)COc2cccc(N3CCC[C@H]3CO)c21 | 5% | 29% | u | i | 0% | i | -6% | x | 8%
CC(=O)NC12CC3CC(C1)CC(C(=O)N1CCN(S(=O)(=O)c4cccs4)CC1)(C3)C2 | 0% | -3% | 13% | i | -9% | -11% | -11% | -2% | -7%
CC1CCC2C(=O)N(c3cccc(OS(=O)(=O)c4ccccc4)c3)C(=O)C2C1 (stereo not drawn) | -5% | 2% | u | i | -19% | -76%[inhibitor] | -12% | -3% | x
COc1ccc(NCc2cccn2-c2nnc(N3CCCCCC3)s2)cc1 | 2% | 10% | u | x | -14% | -29% | u | x | 9%
Cc1cc(C)c(C)c(S(=O)(=O)N2CCN(C(=O)c3cc(S(=O)(=O)N4CCOCC4)ccc3F)CC2)c1C | 4% | 3% | 22% | i | 2% | -17% | u | 0% | u
Cc1ccc(N(CC(=O)N2CCN(c3cc(C)ccc3C)CC2)S(=O)(=O)c2c(C)nn(C)c2C)cc1 | x | 5% | 35µM* | x | -23% | -22% | u | x | u
O=C(COC(=O)c1cnc(Cl)c(Cl)c1)NCc1cccs1 | 4% | -10% | 17%[9.22 µM] | i | -2%[7.66 µM] | i | 17%[7.66 µM] | -1% | -8%
O=c1[nH]cnc2scc(-c3ccccc3)c12 | -2% | -1% | 18% | i | -14% | -1%[57.5 µM] | 0% | 1% | -12%
N#C/C(=C\c1ccc(OCc2cccc(C(=O)O)c2)cc1)C(=O)NCc1ccco1 | -1% | -2% | 6% | i | -5% | -30%[inhibitor] | 8.9µM* | -4% | -14%
COc1cccc(CN(C)CC(=O)Nc2ccccc2C(C)C)c1 | 1% | 18% | -1% | i | -4%[7.66 µM] | -13% | u | 1% | 15%
COc1c(F)c(F)c(C(=O)Nc2ccc3oc(-c4ccncc4)nc3c2)c(F)c1F | -3% | 3% | 7% | i | 7% | i | 13% | 0% | -1%
CC(C)[C@H](NC(=O)c1ccccc1Cl)C(=O)OCC(=O)Nc1ccc(S(=O)(=O)N2CCOCC2)cc1 | -7% | -12% | -20% | i | 14% | -20% | 24% | 2% | 24%

Compound profiles, from the list above. Values in the order: aSyn rescue, Abeta rescue, TDP-43 yeast inh, Akt phos inh, GLP1R cytotox, PTHR1 ag, GLP-1R inv ag, MmCpn inh, FUS yeast rescue
CC(C)[C@H](NC(=O)c1ccccc1Cl)C(=O)OCC(=O)Nc1ccc(S(=O)(=O)N2CCOCC2)cc1 in the list: -7%, -12%, -20%, i, 14%, -20%, 24%, 2%, 24%
Cc1cc(OCc2cc3c(cc2Cl)OCO3)c2c(C)cc(=O)oc2c1 in the list: 1%, -8%, -2%, i, 6%, -29%, -28%, -1%, -26%

Sorted by the number under MmCpn inh (rising): some entries from above.
Structure	MmCpn inh
N#C/C(=C\c1ccc(OCc2cccc(C(=O)O)c2)cc1)C(=O)NCc1ccco1	-4%
CC1CCC2C(=O)N(c3cccc(OS(=O)(=O)c4ccccc4)c3)C(=O)C2C1 (stereo not drawn)	-3%
CC(=O)NC12CC3CC(C1)CC(C(=O)N1CCN(S(=O)(=O)c4cccs4)CC1)(C3)C2	-2%
Nc1nnc(SCC(=O)Nc2cc(F)ccc2F)s1	0%
O=c1[nH]cnc2scc(-c3ccccc3)c12	1%
CC(C)[C@H](NC(=O)c1ccccc1Cl)C(=O)OCC(=O)Nc1ccc(S(=O)(=O)N2CCOCC2)cc1	2%

Screens from PubChem BioAssay.
